APE1 inh: blocks human APE1 abasic DNA cleavage; recombinant APE1, TAMRA/BHQ-2 abasic DNA cleavage fluorescence; actives 0.35% (n = 350,000); Potency, µM (doses to about 65.8 µM), inactives show at the top dose activity change, negative = inhibition, usual class: inhibitors; P27695;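 also: potency is read from the fitted curve at half-maximal effect; plate controls were vehicle for no effect and reference inhibitor for full effect; nearly all actives have a fitted effect of over 55% in size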
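Quantitative HTS: incision of a TAMRA/BHQ-2 double-stranded substrate bearing a tetrahydrofuran abasic site by 0.75 nM APE1 raises fluorescence. Substrate 50 nM final, added after 15 min compound preincubation at room temperature; progress as third-minus-first kinetic read difference.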
POLK inh: DNA polymerase kappa (human) inhibition; Q9UBT6; purified Pol kappa, fluorescent DNA synthesis assay, 10 min; Potency, µM (doses to about 107 µM), inactives show at the top dose activity, negative = inhibition, usual class: inhibitors; actives 0.53% (n = 400,000); also: potency is read from the fitted curve at half-maximal effect; % is scaled to controls: 0 for no effect and ±100 for the full control effect
Target sequence (Q9UBT6 whole entry, looked up): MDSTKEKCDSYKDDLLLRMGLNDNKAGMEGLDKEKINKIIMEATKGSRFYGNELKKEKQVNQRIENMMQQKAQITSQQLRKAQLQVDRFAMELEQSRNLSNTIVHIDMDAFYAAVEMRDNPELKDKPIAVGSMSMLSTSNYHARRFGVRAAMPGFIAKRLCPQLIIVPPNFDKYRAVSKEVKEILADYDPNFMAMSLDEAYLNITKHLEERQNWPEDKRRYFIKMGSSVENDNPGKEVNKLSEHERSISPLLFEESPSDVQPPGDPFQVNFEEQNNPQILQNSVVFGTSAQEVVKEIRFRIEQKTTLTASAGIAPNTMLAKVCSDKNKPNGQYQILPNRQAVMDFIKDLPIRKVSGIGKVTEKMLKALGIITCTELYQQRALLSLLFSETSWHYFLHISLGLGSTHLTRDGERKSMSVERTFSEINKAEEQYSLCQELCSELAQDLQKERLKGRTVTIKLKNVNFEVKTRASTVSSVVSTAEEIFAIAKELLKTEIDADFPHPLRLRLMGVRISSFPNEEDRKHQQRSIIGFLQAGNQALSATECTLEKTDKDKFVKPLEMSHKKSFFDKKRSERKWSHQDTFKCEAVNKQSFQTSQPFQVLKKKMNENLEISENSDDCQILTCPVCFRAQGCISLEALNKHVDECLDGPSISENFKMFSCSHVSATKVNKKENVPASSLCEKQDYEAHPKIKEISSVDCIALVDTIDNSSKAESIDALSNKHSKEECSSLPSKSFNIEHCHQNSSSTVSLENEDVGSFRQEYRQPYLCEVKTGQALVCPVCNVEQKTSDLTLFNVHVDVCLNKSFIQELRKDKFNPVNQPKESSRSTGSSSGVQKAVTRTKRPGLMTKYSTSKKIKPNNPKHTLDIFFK
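Inhibition of 10 nM Pol kappa is measured by a fluorescent read-out at 0 and 10 min following addition of 50 nM substrate (final), with a 15-min room-temperature compound preincubation.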
POLB inh: inhibitors of human DNA polymerase beta | P06746 | Pol beta primer extension/strand displacement, fluorescence kinetic | Potency, µM (titrated, usually from 114 µM), without a hit: at the top dose activity change, negative = inhibition, usual class: inhibitors | actives 1.3% (n = 340,000); also: potency is read from the fitted curve at half-maximal effect; % is scaled to controls: 0 for no effect and ±100 for the full control effect
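Preincubation: enzyme (10 nM) with compound, 15 min, RT. Reaction: substrate added to 50 nM final. Reads: 0 and 10 min. Analysis: normalized, Hill fit.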
Tb PGK inh: T. brucei PGK inhibition; P07378; PGK/GAPDH coupled, Kinase-Glo luminescence, 60 min; Potency, µM (top dose mostly 57.5 µM), without a hit: at the highest dose activity change, negative = inhibition, hits mostly inhibitors; actives 0.043% (n = 380,000); AID 602233; also: potency is read from the fitted curve at half-maximal effect; % is scaled to controls: 0 for no effect and ±100 for the full control effect; nearly all actives have a fitted effect of over 60% in size
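Recombinant glycosomal PGK reaction used 1,3-bisphosphoglycerate generated in-well by GAPDH (100nM final) in 100mM TEA pH 7.6, 5mM MgCl2, 0.01% Tween-20. After 60 minutes at room temperature, ATP was read by Kinase-Glo Plus luminescence end-point.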
Pol eta inh: DNA polymerase eta (human) inhibition | Q9Y253 | recombinant Pol eta, fluorescent DNA replication assay | Potency, µM (series often up to 114 µM), inactives show top-dose activity change, negative = inhibition, actives largely listed as inhibitors | actives 1.2% (n = 390,000); also: potency is read from the fitted curve at half-maximal effect; % is scaled to controls: 0 for no effect and ±100 for the full control effect
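Pol eta (10 nM) was preincubated with compounds for 15 min at room temperature, after which fluorescent replication substrate (50 nM final) was added to start the reaction. Fluorescence was read kinetically at 0 and 10 min.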
BLM inh: blocks DNA unwinding by human BLM helicase | P54132 | recombinant BLM DNA unwinding, fluorescence dequenching | Potency, µM (highest dose often 56.1 µM), without a hit: top-dose activity change, negative = inhibition, hits mostly inhibitors | actives 0.2% (n = 350,000) | AID 2528;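 also: potency is read from the fitted curve at half-maximal effect; plate controls were vehicle for no effect and no enzyme for full effect; nearly all actives have a fitted effect of over 35% in size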
Pol iota inh: inhibitors of human DNA polymerase iota. Q9UNA4. Pol iota fluorescent replication assay, 10 min. Potency, µM (highest dose often 115 µM), for the others: at the top dose activity, negative = inhibition, most hits filed as inhibitors. actives 1% (n = 390,000); also: potency is read from the fitted curve at half-maximal effect
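Pol iota at 10 nM preincubated 15 min with compounds at room temperature; reaction started with fluorescent substrate, 50 nM final. Fluorescence read kinetically at 0 and 10 min; buffer-only wells as negative control.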
RXFP1 antag: RXFP1 (human) relaxin receptor antagonism; Q9HBX9; activity change, negative = inhibition, % at 57.5 µM; AID 1259400; HEK293-RXFP1, relaxin-stimulated cAMP HTRF, 30 min; hits give low values; actives 0.59% (n = 350,000);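 active = activity change of -60% or lower, but not beyond a set lower limit; inconclusive = change between -60% and -40%, or beyond the set limit; inactive = change above -40%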; also: % is scaled to controls: 0 for no effect and ±100 for the full control effect
Apoferritin bind: binds horse apoferritin like a general anesthetic; P02791; apoferritin/1-aminoanthracene competitive binding, fluorescence; Potency, µM (series often up to 77.5 µM), without a hit: at the top dose activity change, negative = displacement, most hits filed as inhibitors; actives 0.074% (n = 350,000); AID 485281; also: potency is read from the fitted curve at half-maximal effect; % is scaled to controls: 0 for no effect and ±100 for the full control effect; nearly all actives have a fitted effect of over 20% in size
Target sequence (P02791 2-175 limits assumed): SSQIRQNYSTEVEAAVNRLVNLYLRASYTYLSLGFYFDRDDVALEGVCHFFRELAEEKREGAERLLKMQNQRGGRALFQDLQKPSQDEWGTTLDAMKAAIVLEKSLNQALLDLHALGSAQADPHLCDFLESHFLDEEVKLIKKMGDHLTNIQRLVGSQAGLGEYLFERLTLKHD
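Horse-spleen apoferritin (10 uM) was mixed with 50% saturated 1-aminoanthracene in PBS, exposed to compounds for 10 min at room temperature, and read for fluorescence (ex 380 nm, em 535 nm). Competitive displacement was fitted with a four-parameter Hill equation.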
* hit, by the source's call; i = inactive; ? = inconclusive; / = no result given; & = joins results of further samples; [ ] = dose if it differs, or a comment. Unless noted, calls follow the shape of the dose curve; as a rule, active = well fitted curve in the direction sought with a large enough effect; inconclusive = small, poorly fitted or top-dose-only effect, or another doubt; inactive = no such curve, though single readings can be large; an effect the other way counts as inactive or inconclusive. Only part of the results is shown (hit frequency here may not be typical).

| item | structure | APE1 inh | POLK inh | POLB inh | Tb PGK inh | Pol eta inh |
| --- | --- | --- | --- | --- | --- | --- |
| 1 | Cc1cc2c(cc1C)C(c1cccc(F)c1)CC(=O)N2 (stereo not drawn) | 40% | -6% | -1% | -12% | -20% |
| 2 | CCOC(=O)N1CCN(C2CCCN(C(=O)c3cccc(Cl)c3)C2)CC1 (stereo not drawn) | 11% | 0% | 23% | i | -4% |
| 3 | CCCCN1C(=O)C(=O)N(CC(=O)Nc2cccc(C(C)=O)c2)C1=O | 15% | -11% | / | 2% | -9% |
| 4 | Cc1ccc(OCC(=O)Nc2ccc(N3CCCC3)cc2)cc1C | 1% | -12% | 19% | -7% | 5% |
| 5 | CCc1ccccc1NC(=O)NNC(=O)CCc1ccc(OC)cc1 | 21% | 1% | 92% | 2% | -9% |
| 6 | COC(=O)CN(c1nc(C)c(Br)c(OC)n1)S(=O)(=O)c1ccccc1 | 3% | -4% | -23% | -7% | -16% |
| 7 | COc1ccccc1/C=N/NS(=O)(=O)c1ccccc1 | -7% | 0% | 14% | / | -12% |
| 8 | Cc1cccc(C)c1NC(=O)c1c[nH]c2ccccc12 | -2% | -25% | 33% | -4% | -19% |
| 9 | c1ccc(-c2cc3c(N4CCCCC4)ncnc3s2)cc1 | -6% | 0% | -1% | 0% | -15% |
| 10 | Nc1ncnc2c1ncn2[C@@H]1O[C@H](CNCc2cn(CC(=O)NC3CC3)c3ccccc23)[C@@H](O)[C@H]1O | 22% | 4% | / | i | -11% |
| 11 | COc1cc([N+](=O)[O-])ccc1-c1ccc(C(=O)Nc2ccc(NC(C)=O)cc2)o1 | 2% | -12% | -14% | -10% | ? |
| 12 | O=C1CCC(C(=O)OC(C(=O)c2c[nH]c3ccccc23)c2ccccc2)=NN1 (stereo not drawn) | 4% | -22% | -11% | i | 0% |
| 13 | CC(=O)NC1CC2CCCC(C1)N2C(=O)Nc1ccc(Cl)c(C(F)(F)F)c1 (stereo not drawn) | 0% | -20% | 14% | -4% | 5% |
| 14 | CCNC(=S)N(Cc1c(C)noc1C)c1ccccc1 | 0% | -11% | 49% | -11% | -12% |
| 15 | Cc1nc(Nc2ccc3c(c2)OCO3)c2oc3ccccc3c2n1 | ? | -8% | -28% | i | -5% |

| item | BLM inh | Pol iota inh | RXFP1 antag | Apoferritin bind |
| --- | --- | --- | --- | --- |
| 1 | -4% | 14% | -16 | -23% |
| 2 | -3% | 16% | -11 | -6% |
| 3 | / | 9% | 0 | / |
| 4 | 4% | -11% | 11 | ? |
| 5 | -2% | 41%[activator] | -3 | -3% |
| 6 | -6% | 10% | -4 | -4% |
| 7 | -8% | -27% | 3 | -7% |
| 8 | -4% | 31%[activator] | -9 | -4% |
| 9 | -7% | 1% | 17 | 53%[activator] |
| 10 | / | 2% | / | / |
| 11 | -10% | -10% | -8 | -13% |
| 12 | -2% | 16% | -11 | -11% |
| 13 | -1% | 7% | -7 | -11% |
| 14 | 1% | 4% | 2 | 0% |
| 15 | -8% | -10% | -6 | 5% |

| item | structure | APE1 inh | POLK inh | POLB inh | Tb PGK inh | Pol eta inh |
| --- | --- | --- | --- | --- | --- | --- |
| 16 | CCN(C(=O)c1coc(=O)c(Br)c1)c1ccc2c(c1)OCO2 | ? | -18% | -27% | -4% | -4% |
| 17 | COCCCNC(=O)c1ccc(CN2CCc3ccccc3C2)cc1 | -4% | -3% | 37% | -3% | -11% |
| 18 | Cc1ccc(N2C(=O)NC(C(F)(F)F)(C(F)(F)F)C3=C2CC(C)(C)CC3=O)cc1 | -1% | -13% | 9% | -5% | -12% |
| 19 | COc1ccccc1N1CCN(S(=O)(=O)CCNC(=O)C2CC2)CC1 | 51%[activator] | 6% | / | 0% | -3% |
| 20 | Cc1cccc(NC(=O)/C(C#N)=C\c2cc(C)n(-c3ccc(C(=O)O)cc3)c2C)c1 | -7% | -11% | -10% | -3% | 1% |
| 21 | CCOc1ccc(NC(=O)c2ccc3c(=O)n4nc(Nc5ccccc5C)sc4nc3c2)cc1 | / | 0% | -1% | -7% | -19% |
| 22 | COc1ccc(CNC(=O)C2CCN(S(=O)(=O)N3CCC(C)CC3)CC2)c(OC)c1 | / | -3%[60.1 µM] | 0% | 1%&-7% | 11%&-12% |
| 23 | Cc1ccc2nnn(Cc3cccc(C(C)(C)C)c3O)c2c1 | 2% | -12% | / | i | -8% |
| 24 | Cc1csc(NC(=O)CCCSc2nc3ccccc3s2)n1 | 3% | 1% | ? | -2% | -12% |
| 25 | O=C1CCC(C(=O)Nc2ccc(OC(F)F)cc2)N1 (stereo not drawn) | 1% | -5% | ? | 1% | -12% |
| 26 | COc1cc(OC)cc(C(=O)Nc2ccc(N3CCOCC3)cc2N2CCOCC2)c1 | -5% | 10% | / | i | -14% |
| 27 | CCn1c(C(=O)N2CCc3ccccc3C2)cc2sccc21 | -3% | -15% | -12% | -6% | -11% |
| 28 | Cc1ccc(NC(=O)c2cccs2)cc1NC(=O)c1cccnc1 | 0% | 3% | -15% | 5% | -26% |
| 29 | Cc1nc(NC(=O)CSc2nc3cccnc3n2C2CCCCC2)sc1C | 0% | 5% | 9% | 7% | -8% |
| 30 | Cc1cc(CN2CCN(CCC#N)CC2)c(O)c(C2(C)CCCCC2)c1 | 4% | -9% | -5% | -10% | -10% |

| item | BLM inh | Pol iota inh | RXFP1 antag | Apoferritin bind |
| --- | --- | --- | --- | --- |
| 16 | -8% | ? | -5 | 54%[activator] |
| 17 | -3% | 4% | 6 | -8% |
| 18 | 3% | 38%[activator] | / | -11% |
| 19 | / | 17% | ? | / |
| 20 | -2% | -25% | -35 | -20% |
| 21 | 1% | 16% | / | -6% |
| 22 | -6% | -7% | -18&3 | -10% |
| 23 | / | -2% | / | / |
| 24 | -8% | -7% | -38 | -14% |
| 25 | 0% | 6% | 5 | -6% |
| 26 | / | 5% | -10 | / |
| 27 | -11% | -4% | / | -24% |
| 28 | -1% | 39%[activator] | 2 | ? |
| 29 | 0% | 13% | -15 | -12% |
| 30 | -10% | 8% | 3 | -15% |

| item | structure | APE1 inh | POLK inh | POLB inh | Tb PGK inh | Pol eta inh |
| --- | --- | --- | --- | --- | --- | --- |
| 31 | O=c1c(S(=O)(=O)c2cccc(Cl)c2)cn(Cc2ccccc2)c2cc(N3CCCCC3)c(F)cc12 | / | -9% | 22% | i | -10% |
| 32 | COC(=O)CCc1c(C)c(C(=O)c2cc(F)c(F)c(F)c2F)c2ccccn12 | -1% | 11% | 7% | -2% | 2% |
| 33 | CC(C)OCC(O)Cn1c(N2CCCC2)nc2c1c(=O)[nH]c(=O)n2C (stereo not drawn) | 1% | -3% | -1% | 5% | 6% |
| 34 | CSc1ccc(NC(=O)NCc2cccnc2)cc1 | 0% | -8% | 14% | -4% | -3% |
| 35 | Oc1ccc(N2CCN(Cc3c(-c4ccccc4)nc4ccccn34)CC2)cc1 | 57% | -9% | -9% | 9% | 2% |
| 36 | CCCCOC(=O)c1cccc(NC(=O)c2cc3ccccc3o2)c1 | / | -6% | -5% | -1% | -11% |
| 37 | Cc1ccc(C(C)C)cc1NC(=O)Nc1ccc([N+](=O)[O-])cc1 | -2% | 1% | 3% | -3% | -26% |
| 38 | COc1ccccc1NC(=O)CSC1=Nc2ccccc2N=C(c2ccc(F)cc2)C1 | / | -7%[60.1 µM] | -2% | -1% | -22% |
| 39 | Cc1ccc2nc(N3CCN(c4cccc(C(F)(F)F)c4)CC3)c3nnnn3c2c1 | / | 4% | ? | 3% | -10% |
| 40 | Cc1ccnc(SCc2cc(=O)c(OC(=O)c3ccc(S(=O)(=O)N(C)C)cc3)co2)n1 | 4% | -14% | 2% | 3% | -10% |
| 41 | CC(=O)N1CCn2c3c(c4cc(C)ccc42)CCCC31 (stereo not drawn) | 12%[0.453 µM] | 4% | 21% | -2% | -7% |

| item | BLM inh | Pol iota inh | RXFP1 antag | Apoferritin bind |
| --- | --- | --- | --- | --- |
| 31 | -4% | 2% | 5 | -10% |
| 32 | -7% | 33% | -6 | -24% |
| 33 | -1% | 21% | -1 | -4% |
| 34 | 0% | 46%[activator] | 2 | -9% |
| 35 | -5% | 28% | 10 | 1% |
| 36 | -21% | -19% | -12 | -20% |
| 37 | -19% | 7% | -4 | -8% |
| 38 | -3% | 32%[activator] | / | -13% |
| 39 | -2% | 20% | -4 | -9% |
| 40 | -1% | 24% | -5 | -5% |
| 41 | -4% | 34%[activator] | -3 | -9% |

Ordered by SMILES length (lowest first): part of the list above
| item | structure | APE1 inh | POLK inh | POLB inh | Tb PGK inh | Pol eta inh |
| --- | --- | --- | --- | --- | --- | --- |
| 7 | COc1ccccc1/C=N/NS(=O)(=O)c1ccccc1 | -7% | 0% | 14% | / | -12% |
| 9 | c1ccc(-c2cc3c(N4CCCCC4)ncnc3s2)cc1 | -6% | 0% | -1% | 0% | -15% |
| 5 | CCc1ccccc1NC(=O)NNC(=O)CCc1ccc(OC)cc1 | 21% | 1% | 92% | 2% | -9% |
| 16 | CCN(C(=O)c1coc(=O)c(Br)c1)c1ccc2c(c1)OCO2 | ? | -18% | -27% | -4% | -4% |
| 35 | Oc1ccc(N2CCN(Cc3c(-c4ccccc4)nc4ccccn34)CC2)cc1 | 57% | -9% | -9% | 9% | 2% |
| 26 | COc1cc(OC)cc(C(=O)Nc2ccc(N3CCOCC3)cc2N2CCOCC2)c1 | -5% | 10% | / | i | -14% |
| 20 | Cc1cccc(NC(=O)/C(C#N)=C\c2cc(C)n(-c3ccc(C(=O)O)cc3)c2C)c1 | -7% | -11% | -10% | -3% | 1% |

| item | BLM inh | Pol iota inh | RXFP1 antag | Apoferritin bind |
| --- | --- | --- | --- | --- |
| 7 | -8% | -27% | 3 | -7% |
| 9 | -7% | 1% | 17 | 53%[activator] |
| 5 | -2% | 41%[activator] | -3 | -3% |
| 16 | -8% | ? | -5 | 54%[activator] |
| 35 | -5% | 28% | 10 | 1% |
| 26 | / | 5% | -10 | / |
| 20 | -2% | -25% | -35 | -20% |

Screening results: PubChem, National Center for Advancing Translational Sciences (NCATS)
